Screening results as filed in PubChem.
Pin1 inhibitor – inhibitors of human Pin1 | Potency, µM (titrated, usually from 115 µM), without a hit: at the top dose activity, negative = inhibition, actives largely listed as inhibitors | AID 504891 | Q13526 | Pin1 FP peptide displacement, HiFluor488, 10 min | 390,000 compounds, 0.009% hits; active = well fitted inhibition curve with a large enough effect in the polarisation, with a control signal flat, not every such curve was filed as active; inconclusive = small, poorly fitted or top-dose-only effect, or effect the other way, or a change in a side signal; inactive = no such curve, though single readings can be large or run the other way; the % refers to the polarisation; also: % is scaled to controls: 0 for no effect and ±100 for the full control effect
Target sequence (Q13526 whole entry, looked up): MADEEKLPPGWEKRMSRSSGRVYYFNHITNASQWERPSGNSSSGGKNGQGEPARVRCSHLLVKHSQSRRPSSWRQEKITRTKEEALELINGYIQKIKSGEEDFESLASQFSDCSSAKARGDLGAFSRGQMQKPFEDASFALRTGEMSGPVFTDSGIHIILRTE
TrxR1 inh – blocks rat thioredoxin reductase 1. 390,000 compounds, 1% hits. recombinant rTrxR1, NADPH fluorescence consumption, selenite substrate. Potency, µM (top dose mostly 114 µM), without a hit: at the top dose activity change, negative = inhibition, hits mostly inhibitors. O89049; also: % is scaled to controls: 0 for no effect and ±100 for the full control effect; nearly all actives have a fitted effect of over 65% in size
Target sequence (O89049 whole entry, looked up): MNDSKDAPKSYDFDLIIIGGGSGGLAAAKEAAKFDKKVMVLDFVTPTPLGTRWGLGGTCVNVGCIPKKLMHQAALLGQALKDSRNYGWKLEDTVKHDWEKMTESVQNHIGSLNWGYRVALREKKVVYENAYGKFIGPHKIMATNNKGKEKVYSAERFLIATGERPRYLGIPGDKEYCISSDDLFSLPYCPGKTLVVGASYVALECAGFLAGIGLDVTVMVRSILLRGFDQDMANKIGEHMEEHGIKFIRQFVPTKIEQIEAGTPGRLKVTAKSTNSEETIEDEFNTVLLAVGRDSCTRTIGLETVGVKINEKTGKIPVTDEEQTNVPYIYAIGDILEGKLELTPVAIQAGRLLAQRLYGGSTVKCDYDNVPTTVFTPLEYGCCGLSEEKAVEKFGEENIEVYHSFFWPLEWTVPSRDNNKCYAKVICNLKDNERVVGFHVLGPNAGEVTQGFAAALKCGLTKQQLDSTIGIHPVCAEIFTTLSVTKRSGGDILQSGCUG
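Rat TrxR1 (90 nM in the dispensed reagent) was pre-reduced with 400 uM NADPH for 5 min at room temperature, then incubated with compound for 15 min. After 400 uM selenite was added, NADPH fluorescence (Ex 340/Em 450 nm) was followed for 8 min.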
GLS inhibitor – blocks human kidney-isoform glutaminase activity. GLS enzymatic activity, qHTS titration. Potency, µM (series often up to 45.5 µM), for the others: at the top dose activity change, negative = inhibition, most hits filed as inhibitors. O94925. 410,000 compounds, 0.21% hits; also: % is scaled to controls: 0 for no effect and ±100 for the full control effect
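Assay buffer: 45 mM KH2PO4 pH 8.2, 0.02% Tween-20. hKGA acts on L-glutamine (1 mM solution added); product glutamate is reported by an oxidase/peroxidase Amplex Red coupling, with fluorescence taken at baseline and 30 min.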
ERG-DNA inh – ERG Ets/DNA interaction inhibition | P11308 | fluorescence polarization, His-ERG Ets domain / labelled DNA | Potency, µM (titrated, usually from 76.9 µM), for the others: top-dose FP activity, negative = inhibition, actives largely listed as inhibitors | 370,000 compounds, 0.028% hits | AID 624246; active = well fitted inhibition curve with a large enough effect in the polarisation, with a control signal flat; inconclusive = small, poorly fitted or top-dose-only effect, or effect the other way, or a change in a side signal; inactive = no such curve, though single readings can be large or run the other way; the % refers to the polarisation;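 also: polarization taken with two DNA probes labelled with fluorescein and Texas red; % of control where 0% means no effect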
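His-tagged ERG Ets domain (1 uM in the protein solution; 300mM KCl, 50mM Tris-HCl, 1mM EDTA, 1mM DTT, pH 7.5) received compound, then a probe mix of 5 nM fluorescein-DNA and 100nM Texas-615-DNA. Fluorescence polarization was read for both dyes.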
Tb PGK inh – T. brucei PGK inhibition | P07378 | PGK/GAPDH coupled, Kinase-Glo luminescence, 60 min | Potency, µM (highest dose often 57.5 µM), inactives show top-dose activity change, negative = inhibition, most hits filed as inhibitors | 380,000 compounds, 0.043% hits; also: % is scaled to controls: 0 for no effect and ±100 for the full control effect; nearly all actives have a fitted effect of over 60% in size
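Luminescent ATP detection (Kinase-Glo Plus) follows a 60-minute room-temperature incubation, with wells lacking PGK as controls. Buffer: 100 mM TEA (pH 7.6), 5 mM MgCl2, 0.01% Tween-20. Coupling enzyme GAPDH (100 nM final) supplies unstable 1,3-BPG in-well.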
JMJD2A Tudor inh – inhibitors of human JMJD2A Tudor domain | O75164 | AlphaScreen JMJD2A-Tudor / H3K4me3 peptide binding | Potency, µM (highest dose often 114 µM), inactives show at the top dose activity change, negative = inhibition, usual class: inhibitors | 390,000 compounds, 4.4% hits | AID 504339; also: % is scaled to controls: 0 for no effect and ±100 for the full control effect; nearly all actives have a fitted effect of over 50% in size
HP1b binding inh – inhibitors of HP1-beta chromodomain binding to methylated histone tails; P83916; AlphaScreen HP1-beta / biotin-H3K9me3 peptide binding; Potency, µM (highest dose often 114 µM), inactives show at the top dose activity change, negative = inhibition, actives largely listed as inhibitors; 390,000 compounds, 0.56% hits; also: nearly all actives have a fitted effect of over 70% in size; inactives centre near 23
Target sequence (P83916 whole entry, looked up): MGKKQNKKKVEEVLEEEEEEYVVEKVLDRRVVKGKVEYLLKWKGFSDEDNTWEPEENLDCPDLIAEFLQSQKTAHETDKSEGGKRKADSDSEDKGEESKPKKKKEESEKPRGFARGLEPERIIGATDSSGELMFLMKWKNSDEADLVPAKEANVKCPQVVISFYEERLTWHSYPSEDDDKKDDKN
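AlphaScreen: HP1-beta (50 nM) preformed 30 min with biotin-H3(1-18)K9me3 peptide (50 nM) in PBS pH 7.4, 0.01% Tween-20. Compound added for 30 min at RT, then streptavidin donor/nickel chelate acceptor beads (10 ug/mL) for 30 min.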
12-LOX inh – inhibitors of human 12S-lipoxygenase ALOX12; P18054; purified 12hLO, xylenol orange hydroperoxide absorbance; Potency, µM (highest dose often 108 µM), for the others: top-dose activity change, negative = inhibition, actives largely listed as inhibitors; 580,000 compounds, 1.1% hits; also: % is scaled to controls: 0 for no effect and ±100 for the full control effect
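Purified human 12hLO (150 nM final) in 25 mM Hepes, 0.01% Triton X-100, pH 7.0 was preincubated 15 min at room temperature with compound. Then 40 uM arachidonic acid was added, 30 min. Hydroperoxide was read by Fe-XO absorbance ratio 573/405 nm.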
RGS4 inhibitor – inhibitors of human regulator of G protein signaling 4 | P49798 | Potency, µM (titrated, usually from 114 µM), without a hit: at the top dose activity change, negative = inhibition, usual class: inhibitors | AID 504845 | 390,000 compounds, 0.039% hits | Transcreener GDP fluorescence polarization, RGS4-accelerated GTP hydrolysis; also: % is scaled to controls: 0 for no effect and ±100 for the full control effect; nearly all actives have a fitted effect of over 75% in size; some results filed as inactive show a strong effect at the top dose
Target sequence (P49798 whole entry, looked up): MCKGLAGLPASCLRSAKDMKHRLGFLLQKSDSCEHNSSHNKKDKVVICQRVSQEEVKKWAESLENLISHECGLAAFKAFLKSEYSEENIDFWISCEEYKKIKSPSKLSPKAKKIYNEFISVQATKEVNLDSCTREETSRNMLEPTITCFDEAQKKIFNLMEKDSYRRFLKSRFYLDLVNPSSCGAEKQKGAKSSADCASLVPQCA
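MLSMR compounds (23 nl, pin-transferred) preincubated 10 min at room temperature with a 500nM (2x) first reagent, then RGS4 at 900nM (2x) plus Transcreener GDP mix added; fluorescence polarization (620/688 nm) read before and after 90 min at 30 °C.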
Starred values were filed as active, the others as inactive; & = joins results of further samples; [ ] = dose if it differs, or a comment. Unless noted, calls follow the shape of the dose curve; as a rule, active = well fitted curve in the direction sought with a large enough effect; inconclusive = small, poorly fitted or top-dose-only effect, or another doubt; inactive = no such curve, though single readings can be large; an effect the other way counts as inactive or inconclusive. Potency is read from the fitted curve at half-maximal effect.

What do the screens show for `CCOc1cc(C2NCc3ccccc3-n3cccc32)ccc1OC` (stereo not given)?
Pin1 inhibitor: -3%; TrxR1 inh: 15%; GLS inhibitor: -2%; ERG-DNA inh: 1%; Tb PGK inh: 0%; JMJD2A Tudor inh: inconclusive; HP1b binding inh: -9%; 12-LOX inh: 16%; RGS4 inhibitor: -24%

What do the screens show for `COc1ccc(C=C2C(=O)NC(=S)NC2=O)cc1`?
Pin1 inhibitor: -15%; TrxR1 inh: 2.8µM*; GLS inhibitor: -20%; Tb PGK inh: 7%; JMJD2A Tudor inh: 89µM*; HP1b binding inh: inconclusive; 12-LOX inh: inconclusive; RGS4 inhibitor: inconclusive

How did OC(Cc1ccccc1)(c1ccccc1)C1CN2CCC1CC2 (stereo not given) do in these assays?
Pin1 inhibitor: -13%; TrxR1 inh: 10%; GLS inhibitor: -7%; ERG-DNA inh: -9%; Tb PGK inh: -6%; JMJD2A Tudor inh: -1%; HP1b binding inh: 43%[activator]; 12-LOX inh: 22%; RGS4 inhibitor: -17%

Results for O=c1[nH]c(=S)n(-c2cccc(Cl)c2)c(O)c1/C=N/N1CCOCC1 ?
Pin1 inhibitor: 2%; TrxR1 inh: inconclusive; GLS inhibitor: 17%; ERG-DNA inh: 5%; Tb PGK inh: 5%; JMJD2A Tudor inh: -20%; HP1b binding inh: 46%[activator]; 12-LOX inh: inconclusive; RGS4 inhibitor: 19%

What do the screens show for `Cc1ccc(-n2c(CNCc3ccc(F)cc3)nc3ccccc3c2=O)cc1`?
Pin1 inhibitor: 10%; TrxR1 inh: 4%; GLS inhibitor: -3%; ERG-DNA inh: -8%; Tb PGK inh: inactive; JMJD2A Tudor inh: -28%; HP1b binding inh: 27%; 12-LOX inh: -38%; RGS4 inhibitor: -9%

How did CC(C)=CCc1c(O)cc2c(c1O)C(=O)CC(c1ccc(O)cc1)O2 (stereo not given) do in these assays?
Pin1 inhibitor: -9%; TrxR1 inh: 22%; GLS inhibitor: 17%; ERG-DNA inh: 12%; Tb PGK inh: -5%; JMJD2A Tudor inh: inconclusive; HP1b binding inh: -9%; 12-LOX inh: inconclusive; RGS4 inhibitor: 1%

What do the screens show for `Cc1ccc(-n2c(/C=C/c3ccccc3)nc3ccccc3c2=O)cc1C`?
Pin1 inhibitor: 1%; TrxR1 inh: 18%[57.1 µM]; GLS inhibitor: 4%; ERG-DNA inh: -8%; Tb PGK inh: -6%; JMJD2A Tudor inh: -1%; HP1b binding inh: 39%[activator]; 12-LOX inh: 8%; RGS4 inhibitor: -14%

What do the screens show for `COC(=O)c1cn(CCOc2ccccc2)c2ccccc12`?
Pin1 inhibitor: 1%; TrxR1 inh: 5%[57.1 µM]; GLS inhibitor: 0%; ERG-DNA inh: 0%; Tb PGK inh: -4%; JMJD2A Tudor inh: 50%[activator]; HP1b binding inh: 111%[activator]; 12-LOX inh: -3%; RGS4 inhibitor: -34%

What do the screens show for `O=C(CCc1nc(-c2ccccc2F)no1)N1CCC2(CC1)OCCO2`?
Pin1 inhibitor: 6%; TrxR1 inh: 12%[57.1 µM]; GLS inhibitor: -6%; ERG-DNA inh: -5%; Tb PGK inh: -6%; JMJD2A Tudor inh: 11%; HP1b binding inh: 19%; 12-LOX inh: 0%; RGS4 inhibitor: 14%

Results for O=c1c2ccccc2nc(-c2ccccc2F)n1-c1ccccc1 ?
Pin1 inhibitor: -7%; TrxR1 inh: 25%; GLS inhibitor: -2%; ERG-DNA inh: 1%; Tb PGK inh: -4%; JMJD2A Tudor inh: -10%; HP1b binding inh: 21%; 12-LOX inh: -15%; RGS4 inhibitor: -24%

How did Cc1c(CC(=O)N2C[C@H]3C[C@@H](C2)c2cccc(=O)n2C3)c(=O)oc2cc(O)c(Cl)cc12 do in these assays?
Pin1 inhibitor: 3%; TrxR1 inh: inconclusive; GLS inhibitor: 7%; ERG-DNA inh: 5%; Tb PGK inh: 0%; JMJD2A Tudor inh: -12%; HP1b binding inh: 13%; 12-LOX inh: 9%; RGS4 inhibitor: 1%

Results for C[C@H]1[C@@H](OS(=O)(=O)O)C[C@@H]2C[C@H]([C@@H](O)c3cc(=O)[nH]c(=O)[nH]3)NC3=NC[C@H]1N32 ?
Pin1 inhibitor: -7%; TrxR1 inh: 0%; GLS inhibitor: -1%; ERG-DNA inh: -14%; Tb PGK inh: -9%; JMJD2A Tudor inh: -23%; HP1b binding inh: 26%; RGS4 inhibitor: -2%

How did CCC(C)NC(=O)CCC(=O)OC1O[C@H]2OC3(C)CC[C@H]4[C@H](C)CCC(C1C)C24OO3 (stereo not given in full) do in these assays?
Pin1 inhibitor: -5%; TrxR1 inh: 18%; GLS inhibitor: -2%; ERG-DNA inh: -5%; Tb PGK inh: 5%; JMJD2A Tudor inh: -3%; HP1b binding inh: 25%; 12-LOX inh: -1%; RGS4 inhibitor: 5%

What do the screens show for `CC(C)NC(C)C(=O)c1ccc2ccccc2c1` (stereo not given)?
Pin1 inhibitor: 6%; TrxR1 inh: 18%; GLS inhibitor: -11%; ERG-DNA inh: -10%; Tb PGK inh: -9%; JMJD2A Tudor inh: -3%; HP1b binding inh: 55%[activator]; 12-LOX inh: -27%; RGS4 inhibitor: -17%

Results for COc1ccc(-n2c(O)c(C=Nc3c(C)n(C)n(-c4ccccc4)c3=O)c(=O)[nH]c2=O)cc1 ?
Pin1 inhibitor: 8%; TrxR1 inh: 7%; GLS inhibitor: 10%; ERG-DNA inh: -6%; Tb PGK inh: -8%; JMJD2A Tudor inh: -7%; HP1b binding inh: 16%; 12-LOX inh: 0%[57.4 µM]; RGS4 inhibitor: 4%

What do the screens show for `Cc1cc(OCC(=O)N2CCC(C(=O)O)(c3ccccc3)CC2)c2c(C)cc(=O)oc2c1`?
Pin1 inhibitor: 2%; TrxR1 inh: 16%; GLS inhibitor: 8%; ERG-DNA inh: 17%; Tb PGK inh: 3%; JMJD2A Tudor inh: -11%; HP1b binding inh: 17%; 12-LOX inh: 16%; RGS4 inhibitor: 16%

What do the screens show for `COc1ccccc1NC(=O)Cn1c(=O)oc2cc(S(=O)(=O)N3CCCC3)ccc21`?
Pin1 inhibitor: 2%; TrxR1 inh: 18%; GLS inhibitor: 1%; ERG-DNA inh: 1%; Tb PGK inh: -6%; JMJD2A Tudor inh: -11%; HP1b binding inh: 41%[activator]; 12-LOX inh: 34%[activator]; RGS4 inhibitor: 6%

Results for COc1ccc(-n2c(O)c(C=NCCCn3ccnc3)c(=O)[nH]c2=O)cc1 ?
Pin1 inhibitor: -10%; TrxR1 inh: 3%[57.1 µM]; GLS inhibitor: -6%; ERG-DNA inh: -5%; Tb PGK inh: inactive; JMJD2A Tudor inh: -14%[57.1 µM]; HP1b binding inh: 22%; 12-LOX inh: 0%; RGS4 inhibitor: -3%[11.4 µM]

How did CC(N)C(=O)OC(C)(C)Cc1ccc(Cl)cc1 (stereo not given) do in these assays?
Pin1 inhibitor: -3%; TrxR1 inh: 6%[57.1 µM]; GLS inhibitor: -8%&6%; ERG-DNA inh: 17%; Tb PGK inh: -2%; JMJD2A Tudor inh: -26%; HP1b binding inh: 38%; 12-LOX inh: 0%; RGS4 inhibitor: 0%[56.9 µM]

How did O=C(Nc1cccc(Cl)c1)OC1CN2CCC1CC2 (stereo not given) do in these assays?
Pin1 inhibitor: -5%; TrxR1 inh: 27%; GLS inhibitor: 6%; ERG-DNA inh: 8%; Tb PGK inh: 0%; JMJD2A Tudor inh: 11%; HP1b binding inh: 51%[activator]; 12-LOX inh: inconclusive; RGS4 inhibitor: -15%

How did Cc1ccc(-n2c(/C=C/c3ccc(Br)s3)nc3ccccc3c2=O)cc1C do in these assays?
Pin1 inhibitor: 24%; TrxR1 inh: 11%[57.1 µM]; GLS inhibitor: 6%; ERG-DNA inh: 0%; Tb PGK inh: 1%; JMJD2A Tudor inh: -31%; HP1b binding inh: 13%; 12-LOX inh: -15%; RGS4 inhibitor: 28%

How did O=C1CC(=O)N(c2ccc3c(c2)OCO3)C(=O)N1 do in these assays?
Pin1 inhibitor: 17%; TrxR1 inh: -35%; GLS inhibitor: -11%; ERG-DNA inh: -12%; Tb PGK inh: inactive; JMJD2A Tudor inh: -2%[11.4 µM]; HP1b binding inh: 44%[activator]; 12-LOX inh: -26%; RGS4 inhibitor: -18%[11.4 µM]

Results for C[C@@H]1CCC2[C@@H](C)C(=O)O[C@@H]3OC4(C)CCC1[C@@]23OO4 (stereo not given in full) ?
Pin1 inhibitor: -3%; TrxR1 inh: 5%[57.1 µM]; GLS inhibitor: 12%; ERG-DNA inh: -14%; Tb PGK inh: 3%; JMJD2A Tudor inh: -11%; HP1b binding inh: 22%; RGS4 inhibitor: 17%

How did CN1C(=O)C(=Cc2cccnc2)C(=O)N(C)C1=O do in these assays?
Pin1 inhibitor: 5%; TrxR1 inh: 22µM*; GLS inhibitor: 0%; ERG-DNA inh: -2%; Tb PGK inh: inactive; JMJD2A Tudor inh: -8%; HP1b binding inh: 13%; 12-LOX inh: inconclusive; RGS4 inhibitor: -49%

This is a subset; the hit share may differ from the screen's.
